Source: PubChem BioAssay
Ba/F3 V617F tox = lowers viability of Ba/F3 cells expressing EpoR and JAK2V617F; ATP luminescence; hit rate 1.1% among 220,000; inhibition, % at 5.6 µM;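 active = inhibition above the campaign mean plus 3 SD over all tested compounds, cut at about 24% in these data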;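 also: cytokine-independent growth of Ba/F3 cells driven by EpoR plus mutant JAK2; 0% = DMSO-treated cells and 100% = JAK inhibitor I control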
RBBP9 inhibitor = blocks human serine hydrolase RBBP9; hit rate 0.2% among 220,000; recombinant RBBP9, FP-Rh probe fluorescence polarization; AID 1515; inhibition, % at 7.94 µM;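 active = inhibition above the campaign mean of all tested compounds plus 3 SD, cut at about 14% in these data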;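 also: plate controls were DMSO wells with RBBP9 for no effect and wells lacking RBBP9 protein for full effect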
Target sequence (O75884 whole entry, looked up): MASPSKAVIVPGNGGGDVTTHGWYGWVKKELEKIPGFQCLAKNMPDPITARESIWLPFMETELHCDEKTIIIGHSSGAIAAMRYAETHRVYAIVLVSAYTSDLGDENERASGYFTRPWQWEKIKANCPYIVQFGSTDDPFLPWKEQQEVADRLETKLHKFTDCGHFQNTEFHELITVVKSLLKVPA
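Material: RBBP9 protein. Amount: RBBP9 at 2.5 µM in dispensed solution, before mixing. Schedule: 30 min then 45 min, 25 °C. Medium: Tris buffer pH 8.0, NaCl, Pluronic. Measured by: fluorescence polarization. Measure: percent inhibition from mP, scaled between DMSO and no-protein wells. Replication: one well per compound.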
BaF3 parental = parental Ba/F3 viability inhibition as JAK2V617F counter-screen | CellTiter-Glo ATP luminescence | inhibition, % at 5.6 µM | hit rate 1.1% among 220,000 | AID 1486;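 active = inhibition above a per-campaign cutoff, the mean inhibition of all tested compounds plus 3 SD, cut at about 27% in these data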;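 also: 0% = DMSO wells and 100% = JAK Inhibitor I control wells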
p47phox inh = p47phox (human) inhibition; hit rate 0.53% among 220,000; p47phox/p22phox peptide binding, fluorescence polarization, 2 h; inhibition, % at 24.7 µM;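 active = inhibition above about 30%, limit read from the data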;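 also: 0% = p47phox with labelled peptide and 100% = labelled peptide alone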
Target sequence (P14598 whole entry, looked up): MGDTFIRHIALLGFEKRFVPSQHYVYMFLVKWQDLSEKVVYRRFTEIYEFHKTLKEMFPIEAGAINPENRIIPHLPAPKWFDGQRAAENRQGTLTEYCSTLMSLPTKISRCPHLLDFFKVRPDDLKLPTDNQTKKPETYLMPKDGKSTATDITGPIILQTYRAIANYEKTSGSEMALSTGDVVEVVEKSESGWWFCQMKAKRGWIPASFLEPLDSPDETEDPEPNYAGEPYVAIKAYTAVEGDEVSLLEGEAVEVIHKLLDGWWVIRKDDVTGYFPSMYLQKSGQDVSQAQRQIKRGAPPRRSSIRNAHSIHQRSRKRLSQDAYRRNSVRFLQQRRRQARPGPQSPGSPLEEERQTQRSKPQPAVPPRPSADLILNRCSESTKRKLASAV
EP2 antag = blocks the human prostaglandin E2 receptor EP2; C6 glioma cells expressing human EP2, cAMP TR-FRET; cells stimulated with saturating PGE2; inhibition, % at 25 µM; P43116; hit rate 0.52% among 260,000;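 active = percent inhibition above 40 after rounding to a whole number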;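 also: rat C6 glioma host cells with rolipram phosphodiesterase inhibitor present; the protocol text gives 20 µM as final concentration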
Target sequence (P43116 whole entry, looked up): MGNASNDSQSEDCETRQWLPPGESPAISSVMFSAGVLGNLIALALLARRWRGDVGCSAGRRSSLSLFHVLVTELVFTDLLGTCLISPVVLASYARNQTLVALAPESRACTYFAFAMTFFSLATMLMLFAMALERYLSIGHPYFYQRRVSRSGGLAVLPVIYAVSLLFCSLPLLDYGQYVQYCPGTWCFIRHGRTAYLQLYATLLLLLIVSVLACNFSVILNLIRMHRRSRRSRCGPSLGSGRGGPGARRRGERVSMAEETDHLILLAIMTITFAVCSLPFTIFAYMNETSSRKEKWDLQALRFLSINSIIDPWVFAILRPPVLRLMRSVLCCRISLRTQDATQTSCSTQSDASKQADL
Furin inh = human furin inhibition; hit rate 0.061% among 220,000; purified furin, fluorogenic substrate cleavage; inhibition, % at 30 µM; P09958; in the data active = inhibition above about 25%; also: inactives centre near -15
PPC-1+TRAIL kill = PPC-1 cancer cell killing with TRAIL present; PPC-1 cells + TRAIL, ATPLite viability luminescence; cell killing (% activity), % at 4 µM; hit rate 0.41% among 220,000;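 active = cell killing above 50% in the first pass at 4 µM, then a duplicate retest at 5 µM averaging 50% or more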;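 also: plate controls were cells with TRAIL plus DMSO for no effect and medium-only wells lacking cells for full effect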
p97 ATPase inh = blocks human p97 ATPase activity; P55072; recombinant p97 ATPase, Kinase-Glo ATP luminescence, 3 h; inhibition, % at 8 µM; hit rate 0.42% among 220,000; in the data active = inhibition above about 15%;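 also: 0% = DMSO vehicle and 100% = wells lacking enzyme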
TbHK1 inh = T. brucei hexokinase 1 inhibition; AID 1430; hit rate 0.11% among 220,000; recombinant TbHK1, G6PDH-coupled NADH A340; inhibition, % at 10 µM;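 active = inhibition of 50% or more in the single-dose primary screen; inactive = inhibition below 50%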
* marks the source's active call; other numbers are inactive results; . = no result given; & = joins results of further samples; [ ] = another dose, or the depositor's remark.

SMILES,Ba/F3 V617F tox,RBBP9 inhibitor,BaF3 parental,p47phox inh,EP2 antag,Furin inh,PPC-1+TRAIL kill,p97 ATPase inh,TbHK1 inh
COc1ccc2cc3cc(C(=O)NCCCN4CCc5ccccc5C4)sc3nc2c1,-2,-1,1,73*,10,-84,24,5,-19
CN1CCN(C(=O)NC2CCCN2S(=O)(=O)c2ccc(Cl)cc2)CC1 (stereo not given),3,-12,9,-5,11,-5[20 µM],15,-4,-2
O=C(NC1CCCCC1)N1CCCC1,-3,0,1,7,8,-11[20 µM],6,7,2
CC1=C(C(=O)Nc2ccccn2)C(c2ccc(Br)cc2)NC(=S)N1 (stereo not given),-2,-6,-1,-12,5,-21,12,4,-5
O=C(COc1ccccc1Cl)NNC(=O)C1CCCO1 (stereo not given),1,-1,0,-7,11,-11[20 µM],15,1,0
Cc1cc(NS(=O)(=O)c2ccc(NC(=O)c3oc4ccccc4c3C)cc2)no1,1,-1,2,-9,7,-24[20 µM],22,0,11
CC#CCCCC(=O)Nc1cccc(C(=O)O)c1,1,-1,0,-13,4,-22,23,1,28
COc1ccccc1N(C)S(=O)(=O)c1ccc(C(=O)OCC(=O)Nc2ccccc2F)cc1,-4,-7,0,-7,14,-26,14,4,4
COc1ccc(Nc2ncc(C#N)c(N)n2)c(OC)c1,-1,-6,2,-13,4,-19,3,3,-15
CC1=C(C(=O)OC(C)C)C(c2ccc(Br)s2)NC(=O)N1C (stereo not given),-1,1,-1,-10,12,-26,11,-3,0
CCOc1ccc(C(=O)N[C@H](C(=O)Nc2cccc(S(=O)(=O)N3CCCCC3)c2)C(C)C)cc1,1,-5,7,-201,10,-4,10,3,35
O=C(CC1NCCNC1=O)Nc1ccccc1 (stereo not given),0,-4,-3,-9,6,-23,37,6,-4
Cc1cccc(N(CC(=O)NC(C)(C)C)C(=O)CS(=O)CC(=O)Nc2ccc3c(c2)OCO3)c1 (stereo not given),1,-9,0,-5,8,-1,10,-1,3
COc1ccc(C(=O)N2CCN(C(=O)Cc3ccccc3)CC2)cc1OC,-3,4,3,-74,13,-10,-9,-8,4
Cc1ccc(N2C(=O)C(O)(C(F)(F)F)C3=C2CC(C)(C)CC3=O)cc1C (stereo not given),3,4,5,-12,3,-19[20 µM],25,-4,-12
CCC(=O)Nc1cc(C(=O)O)ccc1Sc1ccc(C)cc1,-1,5,0,-10,6,-23,-8,4,12
O=C(Nc1nc2nccc(-c3ccccc3)n2n1)C(Cl)(Cl)Cl,-1,0,1,-6,9,-19,-18,2,28
COC(=O)Nc1sc2c(c1C(=O)NCc1ccco1)CCCC2,-4,-2,2,-13,7,-6[20 µM],39,4,-5
C=CCNC(=S)NNC(=O)CCC(O)CCCCC (stereo not given),0,-8,2,-2,16,-13[20 µM],6,-6,-9
CCOC(=O)COc1ccc(C(=O)NC2CCCCC2)cc1,-2,-7,4,-7,7,-17[20 µM],17,-4,2
CCCCSc1nnc2[nH]c(=O)cc(N)n12,4,-3,7,14,7,-15[20 µM],25,3,1
COCCCNC(=O)C1CCC(=O)N1Cc1ccccc1Cl (stereo not given),2,-7,3,.,14,-17,9,-2,-3
CN(C(=O)COC(=O)CCc1c[nH]c2ccccc12)C(c1ccccc1)c1ccccc1,-2,-11,8,-14,9,-13,8,3,8
COC(=O)c1ccc2c(=O)n(Cc3ccc(C(=O)NC4CCCC4)cc3)c(=S)[nH]c2c1,2,-3,8,-16,4,-12,9,0,6
COCCCNC(=O)CCNS(=O)(=O)c1ccc(C)cc1,4,-5,5,-7,4,-9,7,-1,9

Continued.
SMILES,Ba/F3 V617F tox,RBBP9 inhibitor,BaF3 parental,p47phox inh,EP2 antag,Furin inh,PPC-1+TRAIL kill,p97 ATPase inh,TbHK1 inh
S=c1[nH]nc(-c2ccco2)n1/N=C/c1cccs1,-3,-1,2,3,12,-13,3,10,-12
COc1nc(N/N=C/c2ccccc2F)nc(N2CCCCC2)n1,5,-2,-1,-16,12,-19[20 µM],20,-5,5
CCCCCc1ccc(-c2ccc(OC)cc2)nc1,1,7,7,-5,6,-44,9,0,0
CC(C)Oc1cccc(C(=O)Nc2ccc(N3CCN(S(C)(=O)=O)CC3)cc2)c1,2,-9,4,-8,11&16,-16,20,1,1
Cc1cc(=O)[nH]c(SCc2csc(-c3ccccc3)n2)n1,0,-4,8,-7,3,-13,34,2,33
O/N=C/c1ccc2ccccc2n1,0,6,2,-14,1,-1,0,8,-10
O=C(O)CCC(=O)Nc1ccc(S(=O)(=O)Nc2nccs2)cc1,-2,-7,5,-12,10&10,-11,14,5,1
CC1CN(S(=O)(=O)N2CCOCC2)CCN1S(=O)(=O)N1CCOCC1 (stereo not given),-4,-5,-2,-2,9,-26,13,3,-4
C/C(CC(=O)Nc1ccccn1)=N\NC(=O)C(=O)Nc1cccc(Cl)c1C,-1,-5,7,-9,14,-11,32,-3,-2
O=P(Cc1ccccn1)(c1ccccc1)c1ccccc1,-2,3,6,-7,4,-4,3,1,3
Cc1ccc(S(=O)(=O)/C(C#N)=C/c2c(N3CCN(C)CC3)nc3c(C)cccn3c2=O)cc1,-3,-7,0,-9,8,-9,26,1,-5
O=C1CC(C(=O)Nc2cc(Cl)ccc2Cl)n2ncnc2N1 (stereo not given),1,-4,6,-6,10,-17,2,-1,5
Cc1cccc(NC(=O)Cn2cc(C(=O)c3ccco3)c3ccccc32)c1,7,-11,11,-4,4&12,-10[20 µM],2,-1,1
O=C(Cn1cnc2ccccc21)Nc1ccc(SC(F)F)cc1,36*,3,50*,-5,7,-22,17,-1,6
Cc1ccc(S(=O)(=O)N2CCCC2C(=O)NC2=NCCS2)cc1 (stereo not given),-3,-4,1,-4,14,-27,-13,2,-2
O=C(C(Cc1ccccc1)n1cccc1)N1CCCCCC1 (stereo not given),1,9,6,-9,6,-6,-5,0,0
O=C(Nc1ccc2c(c1)OCO2)c1cccs1,0,4,3,4,5,-6[20 µM],13,-4,-2
O=C(NCCN1CCOCC1)c1cc2c(=O)n3ccccc3nc2n1Cc1ccccc1,1,-1,4,5,2,-253,-2,0,-40
Cc1ccc(C(=O)Cn2nnc3ccccc32)cc1,0,-8,4,0,11,-13,24,-4,3
Nc1c(C(=O)NCCc2ccccc2)nnn1Cc1ccc(Br)cc1F,1,-6,8,3,13,-26,6,4,-5
Cc1nc(NC(=O)c2ccc(F)cc2)nc2cc3c(cc12)OCO3,-1,-6,-2,-26,10,-14[20 µM],3,7,-20
CCC1(C)NC(=O)N(CC(=O)Nc2sc3c(c2C(N)=O)CCC3)C1=O (stereo not given),4,-7,7,-29,3,-9,16,0,-7
COc1ccc(-c2cc(C(=O)Nc3ccc(C(N)=O)cc3)c3ccccc3n2)cc1OC,3,-16,3,-7,18,-18,32,-5,-17
CCOc1ccc2[nH]c(=O)c(CN(Cc3nnnn3Cc3ccccc3)CC3CCCO3)cc2c1 (stereo not given),-2,0,1,-10,9&7,-10,15,3,-4
Cc1ccc(NC(=O)COC(=O)Cc2ccsc2)c(C)c1,-3,-1,-3,-6,10,-23,-17,2,6

Individual results from the entries so far:
Reading for CCOC(=O)COc1ccc(C(=O)NC2CCCCC2)cc1 under TbHK1 inh: 2
Reading for CC(C)Oc1cccc(C(=O)Nc2ccc(N3CCN(S(C)(=O)=O)CC3)cc2)c1 under Furin inh: -16
Reading for CCOc1ccc(C(=O)N[C@H](C(=O)Nc2cccc(S(=O)(=O)N3CCCCC3)c2)C(C)C)cc1 under BaF3 parental: 7
Reading for Cc1ccc(S(=O)(=O)N2CCCC2C(=O)NC2=NCCS2)cc1 (stereo not given) under RBBP9 inhibitor: -4

(continued)
SMILES,Ba/F3 V617F tox,RBBP9 inhibitor,BaF3 parental,p47phox inh,EP2 antag,Furin inh,PPC-1+TRAIL kill,p97 ATPase inh,TbHK1 inh
CN(c1ccccc1)S(=O)(=O)c1cccc(C(=O)NCCc2ccc(O)c(O)c2)c1,32*,-4,7,-5,0,-6,2,-2,1
O=C1NCCCC1C(=O)N/N=C/c1ccc(Cl)cc1 (stereo not given),-4,-9,0,0,6,-25,6,6,-1
O=C(Nc1nnc(SCc2ccc(Cl)cc2)s1)C1CC(=O)N(Cc2ccccc2)C1 (stereo not given),3,-13,3,-32,7,-11,16,-6,-11
S=C(Nc1ccc(Oc2ccccc2)cc1)NC1CCCCCC1,-1,1,6,-14,7,-10,24,7,13
COc1cccc(-c2ccc(=O)n(CC(=O)Nc3ccc(C(=O)N4CCCC4)cc3)n2)c1,10,-1,1,-2,9,-7[20 µM],-19,-7,-18
Cc1cc2oc(=O)cc(C)c2cc1NC(=O)CCl,1,3,0,6,8,-29,5,10,-13
CCCCCCc1cc2cc(C(=O)Nc3ccc(OC)cc3)c(=O)oc2cc1O,-1,-4,5,-1,9,-16,22,4,-1
Cc1cc(N=Cc2cc(Cl)ccc2O)no1,0,-10,1,-13,10,-25,-5,-3,1
CC(=O)Nc1ccccc1-c1nn[nH]n1,-2,-11,4,5,7,-16[20 µM],18,1,1
CSc1nsc(SCC(=O)Nc2nc3ccc(C)cc3s2)n1,0,-8,6,-13,11,-14,0,5,6
O=C(NCCCN1CCN(CCCNC(=O)c2cccc([N+](=O)[O-])c2)CC1)c1cccc([N+](=O)[O-])c1,-2,1,-3,-2,10,-6,15,0,9
CCn1cc(S(=O)(=O)Nc2cc(F)ccc2C)cn1,-1,-6,5,-1,4,-21,9,-3,-4
Cn1c(=O)c2c(nc(Br)n2CC(=O)C23CC4CC(CC(C4)C2)C3)n(C)c1=O,0,-8,3,-7,10,-23,5,1,-4
CCc1ccc(NC(=O)C2(c3ccccc3)CC2(Cl)Cl)cc1 (stereo not given),-1,-4,8,-20,11,-20,-11,0,-2
O=C(NN=C1C2CC3CC(C2)CC1C3)c1cccs1,1,1,6,1,-1,0[20 µM],16,-2,-5
COc1ccc(Cn2nnnc2C(c2cc3ccc(OC)cc3[nH]c2=O)N2CCC(C)CC2)cc1 (stereo not given),-2,-7,1,-2,5,-25[20 µM],-14,5,-32
O=C(Oc1ccc2ccc(OC(=O)N3CCOCC3)cc2c1)N1CCOCC1,0,-14,8,-4,13,-16[20 µM],8,2,1
COc1ccc2oc(=O)c(C(=O)Nc3ccccc3O)cc2c1,0,5,-2,-38,8,-26,14,2,-8
CC(=O)Oc1ccc([N+](=O)[O-])cc1N1C(=O)c2ccccc2C1=O,-5,-7,2,-29,9,-5,22,6,9
Cc1ccc(N2CN(CCc3ccccc3)CNC2=S)cc1,-7,-2,0,3,5,-25,-3,8,-12
N#Cc1cccc(NC(=O)C2SC(=Nc3ccccc3)C(C(=O)N3CCOCC3)=C2N)c1 (stereo not given),-4,3,1,-14,6,-5,-4,7,7
CN(C)S(=O)(=O)c1ccc(C(=O)NCCN2C(=O)S/C(=C\c3cccnc3)C2=O)cc1,0,-1,1,-8,11,-21,12,3,-19
Cc1cccc2cc(C#N)c(SCc3nnc(-c4ccccc4[N+](=O)[O-])o3)nc12,1,-8,6,-18,4,-8,0,-3,12
COc1cccc(C(=O)Nc2ccc3nc(N4CCN(c5ncccn5)CC4)cc(C)c3c2)c1OC,1,-7,7,30,11,-19[20 µM],36,0,-31
O=C(CCc1ccccc1)Nc1nnc(-c2ccc3c(c2)CCCC3)o1,-3,4,6,-10,11,-21,3,5,15

Ordered by formula weight (lowest first): part of the list above.
SMILES,Ba/F3 V617F tox,RBBP9 inhibitor,BaF3 parental,p47phox inh,EP2 antag,Furin inh,PPC-1+TRAIL kill,p97 ATPase inh,TbHK1 inh
CC(=O)Oc1ccc([N+](=O)[O-])cc1N1C(=O)c2ccccc2C1=O,-5,-7,2,-29,9,-5,22,6,9
CSc1nsc(SCC(=O)Nc2nc3ccc(C)cc3s2)n1,0,-8,6,-13,11,-14,0,5,6
COc1ccc(Cn2nnnc2C(c2cc3ccc(OC)cc3[nH]c2=O)N2CCC(C)CC2)cc1 (stereo not given),-2,-7,1,-2,5,-25[20 µM],-14,5,-32

The list is partial (hit frequency here may not be typical).
